From PubChem BioAssay
RGS4 inhibitor = Inhibitors of Regulator of G Protein Signaling (RGS) 4: qHTS | Transcreener GDP fluorescence polarization, RGS4-accelerated GTP hydrolysis | Potency, µM (highest dose often 114 µM), inactives show at the highest dose activity change, negative = inhibition, actives largely listed as inhibitors | actives 0.039% (n = 390,000) | AID 504845, 2011; note: potency is the fitted concentration of half-maximal effect; % is set by controls: 0 for no effect and ±100 for the full control effect; nearly all actives have a fitted effect of over 75% in size; some results filed as inactive show a strong effect at the top dose
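MLSMR compounds (23 nl, pin-transferred) preincubated 10 min at room temperature with a 500nM (2x) first reagent, then RGS4 at 900nM (2x) plus Transcreener GDP mix added; fluorescence polarization (620/688 nm) read before and after 90 min at 30 °C.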
12-LOX inh = Primary qHTS assay for inhibitors of human arachidonate 12S-lipoxygenase (ALOX12): Round 2. Polyunsaturated fatty acid lipoxygenase ALOX12 (Homo sapiens), P18054. purified 12hLO, xylenol orange hydroperoxide absorbance. Potency, µM (doses to about 108 µM), for the others: at the highest dose activity change, negative = inhibition, usual class: inhibitors. actives 1.1% (n = 580,000). AID 1671190, 2021; note: potency is the fitted concentration of half-maximal effect; % is set by controls: 0 for no effect and ±100 for the full control effect
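Hydroperoxide product was detected by ferrous iron/xylenol orange as the 573 to 405 nm absorbance ratio. Arachidonic acid at 40 uM (final) was turned over for 30 min at room temperature by 150 nM human 12hLO, pH 7.0 Hepes buffer, after 15 min compound preincubation.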
ERG Ets-DNA blk = qHTS for Small Molecule Inhibitors of the ERG Ets/DNA interaction; fluorescence polarization, His-ERG Ets domain / labelled DNA; Potency, µM (series often up to 76.9 µM), inactives show at the top dose FP activity, negative = inhibition, hits mostly inhibitors; actives 0.028% (n = 370,000); active = well fitted inhibition curve with a large enough effect in the polarisation, with a control signal flat; inconclusive = small, poorly fitted or top-dose-only effect, or effect the other way, or a change in a side signal; inactive = no such curve, though single readings can be large or run the other way; the % refers to the polarisation;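 note: polarization taken with two DNA probes labelled with fluorescein and Texas red; potency is the fitted concentration of half-maximal effect; % of control where 0% means no effect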
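His-tagged ERG Ets domain (1 uM in the protein solution; 300mM KCl, 50mM Tris-HCl, 1mM EDTA, 1mM DTT, pH 7.5) received compound, then a probe mix of 5 nM fluorescein-DNA and 100nM Texas-615-DNA. Fluorescence polarization was read for both dyes.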
POLH inh = qHTS for Inhibitors of Polymerase Eta; DNA polymerase eta (Homo sapiens), Q9Y253; recombinant Pol eta, fluorescent DNA replication assay; Potency, µM (top dose mostly 114 µM), inactives show at the highest dose activity change, negative = inhibition, most hits filed as inhibitors; actives 1.2% (n = 390,000); AID 588591, 2011; note: potency is the fitted concentration of half-maximal effect; % is set by controls: 0 for no effect and ±100 for the full control effect
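Pol eta (10 nM) was preincubated with compounds for 15 min at room temperature, after which fluorescent replication substrate (50 nM final) was added to start the reaction. Fluorescence was read kinetically at 0 and 10 min.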
POLB inh = qHTS Assay for Inhibitors of DNA Polymerase Beta; P06746; Pol beta primer extension/strand displacement, fluorescence kinetic; Potency, µM (titrated, usually from 114 µM), inactives show at the top dose activity change, negative = inhibition, most hits filed as inhibitors; actives 1.3% (n = 340,000); AID 485314, 2010; note: potency is the fitted concentration of half-maximal effect; % is set by controls: 0 for no effect and ±100 for the full control effect
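Enzyme-only controls used 10 nM Pol beta; buffer lacking enzyme served as negative control. Compound preincubated 15 min, then 50 nM substrate added; 0 and 10 min reads at room temperature.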
Pol kappa inh = qHTS for Inhibitors of Polymerase Kappa; DNA polymerase kappa (Homo sapiens), Q9UBT6; purified Pol kappa, fluorescent DNA synthesis assay, 10 min; Potency, µM (series often up to 107 µM), for the others: top-dose activity, negative = inhibition, usual class: inhibitors; actives 0.53% (n = 400,000); AID 588579, 2011; note: potency is the fitted concentration of half-maximal effect; % is set by controls: 0 for no effect and ±100 for the full control effect
Target sequence (Q9UBT6 whole entry, looked up): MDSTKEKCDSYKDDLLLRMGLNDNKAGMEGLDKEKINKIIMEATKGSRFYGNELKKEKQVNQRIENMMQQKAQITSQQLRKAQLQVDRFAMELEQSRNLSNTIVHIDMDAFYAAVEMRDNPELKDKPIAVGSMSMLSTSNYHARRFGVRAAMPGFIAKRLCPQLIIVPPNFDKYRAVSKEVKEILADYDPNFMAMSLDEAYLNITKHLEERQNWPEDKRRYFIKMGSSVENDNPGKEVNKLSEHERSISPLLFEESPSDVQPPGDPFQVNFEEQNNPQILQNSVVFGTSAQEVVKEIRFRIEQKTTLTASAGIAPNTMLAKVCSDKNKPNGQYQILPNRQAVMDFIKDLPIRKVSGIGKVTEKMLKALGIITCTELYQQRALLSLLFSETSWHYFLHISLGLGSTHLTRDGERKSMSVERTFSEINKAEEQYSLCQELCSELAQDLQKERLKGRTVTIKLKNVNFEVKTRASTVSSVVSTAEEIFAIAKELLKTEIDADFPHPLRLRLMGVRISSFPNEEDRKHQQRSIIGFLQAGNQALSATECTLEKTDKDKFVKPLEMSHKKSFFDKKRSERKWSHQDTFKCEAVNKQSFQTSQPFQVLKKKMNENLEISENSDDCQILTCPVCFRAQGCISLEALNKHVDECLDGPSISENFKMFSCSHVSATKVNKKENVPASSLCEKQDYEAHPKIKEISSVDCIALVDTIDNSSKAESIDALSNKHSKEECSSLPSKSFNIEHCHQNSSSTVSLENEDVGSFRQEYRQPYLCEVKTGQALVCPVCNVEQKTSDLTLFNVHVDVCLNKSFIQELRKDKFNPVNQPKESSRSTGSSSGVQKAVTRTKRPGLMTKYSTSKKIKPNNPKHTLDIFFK
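10 nM Pol kappa was preincubated with compounds for 15 min at room temperature. Reaction started with 50 nM (final) substrate. Fluorescence read kinetically at 0 and 10 min.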
APE1 inh = qHTS Assay for Inhibitors of the Human Apurinic/apyrimidinic Endonuclease 1 (APE1) | Potency, µM (top dose mostly 65.8 µM), inactives show at the top dose activity change, negative = inhibition, usual class: inhibitors | actives 0.35% (n = 350,000) | recombinant APE1, TAMRA/BHQ-2 abasic DNA cleavage fluorescence;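 note: potency is the fitted concentration of half-maximal effect; plate controls were vehicle for no effect and reference inhibitor for full effect; nearly all actives have a fitted effect of over 55% in size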
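Readout is kinetic fluorescence (ex 525, em 598 nm) from cleavage of 50 nM TAMRA/BHQ-2 THF abasic duplex by 0.75 nM APE1, compound added 15 min beforehand at RT.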
LDHA inh = qHTS assay for inhibitors of human lactate dehydrogenase; L-lactate dehydrogenase A chain (Homo sapiens), P00338; purified LDHA, NADH/diaphorase-resazurin fluorescence; active compounds read low; activity change, % (values are at about 110 or 230 µM); actives 0.15% (n = 480,000); AID 1347041, 2019; in the data active = activity change below about -30%; inconclusive = mostly about -25% to -30%;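 note: plate controls were DMSO wells for no effect and wells without enzyme for full effect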
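Enzyme activity of human lactate dehydrogenase 5 (2 nM; 0.06 mM NADH, 0.2 mM pyruvate, 5 min, RT) is measured via a resazurin/diaphorase fluorescence readout of residual NADH.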
Anesthetic bind = qHTS Assay for Identification of Novel General Anesthetics; Ferritin light chain (Equus caballus), P02791; apoferritin/1-aminoanthracene competitive binding, fluorescence; Potency, µM (highest dose often 77.5 µM), for the others: at the highest dose activity change, negative = displacement, actives largely listed as inhibitors; actives 0.074% (n = 350,000); note: potency is the fitted concentration of half-maximal effect; % is set by controls: 0 for no effect and ±100 for the full control effect; nearly all actives have a fitted effect of over 20% in size
Target sequence (P02791 2-175 limits assumed): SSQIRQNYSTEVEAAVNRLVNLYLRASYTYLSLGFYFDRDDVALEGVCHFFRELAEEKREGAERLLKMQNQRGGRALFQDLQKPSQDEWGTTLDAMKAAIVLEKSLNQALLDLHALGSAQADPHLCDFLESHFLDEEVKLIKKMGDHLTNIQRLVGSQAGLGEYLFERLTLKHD
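10 uM apoferritin + 50% sat. 1-AMA, PBS; cpd 10 min RT; Ex380/Em535 endpoint; normalized to free probe vs complex; 4-param Hill fit; propofol titration as pos. ctrl.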
The depositor's hits bear a star; ? = inconclusive; nt = not tested or not shown; & = joins results of further samples; [ ] = another dose, or the depositor's remark. Unless noted, calls come from the whole dose curve; as a rule, active = well fitted curve in the direction sought with a large enough effect; inconclusive = small, poorly fitted or top-dose-only effect, or another doubt; inactive = no such curve, though single readings can be large; an effect the other way counts as inactive or inconclusive.

compound,RGS4 inhibitor,12-LOX inh,ERG Ets-DNA blk,POLH inh,POLB inh,Pol kappa inh,APE1 inh,LDHA inh,Anesthetic bind
C/C(=N\OCC(=O)Nc1c(C)cc(C)cc1C)c1ccc2c(c1)OCCO2,-21%,7%,0%,-7%,-12%,-18%,-2%,-6,-16%
Cc1nc2cc(NC(=O)N3CCC(c4ccccc4)C3)ccc2n1C (centres undefined),9%,-2%[57.4 µM],nt,4%,-2%,3%[60.1 µM],0%,-3,-2%
N#Cc1ccc(-c2ccc(F)cc2)nc1Sc1ccccc1,-19%,-1%,-4%,-13%,16%,-3%,-2%,-1,-17%
CN(c1ccccc1C(=O)N1CCN(c2ccccc2F)CC1)S(=O)(=O)c1ccccc1,4%,1%,-2%,-18%,-3%,-23%,3%,-4,8%
COc1ccc(CCC(=O)NCc2ccco2)cc1,-25%,-30%,2%,20µM*,40µM*,?,?,6,-3%
CCN(CC(=O)Nc1c(F)cccc1F)C(=O)CNC(=O)c1ccc(Br)o1,-25%,-7%,-6%,-16%,nt,4%,58%,-3,nt
Cc1c(C(=O)CN2CCCC(C)(C)C2)c2ccccc2n1C,-6%,?,3%,0%,0%,-3%,21%,-6,-16%
COc1ccc2c(c1)-c1nc(/N=C/c3c(O)ccc4ccccc34)sc1CC2,?,?,4%,-25%,1%,-7%,-6%,35,-20%
NS(=O)(=O)c1ccc(CCNC(=O)c2ccccc2Cc2ccccc2)cc1,3%,0%,-13%,2%,19%,6%,-3%,-6,-3%
CCOc1ccc(CC(=O)NCc2ccc3c(c2)CCN3C(=O)c2ccc(F)cc2)cc1OCC,-9%,-16%,0%,-22%,3%,-2%[60.1 µM],nt,-9,-10%
CS(=O)(=O)N(CC(=O)N1CCN(Cc2ccccc2)CC1)c1ccccc1Br,36%,-20%,11%,4%,31%,-8%,1%,-4,0%
Cc1ccc(C2c3cccn3CCN2S(=O)(=O)c2ccc([N+](=O)[O-])cc2)cc1 (centres undefined),13%,-28%,-3%,-8%,-4%,-13%[60.1 µM],nt,-5,-11%
O=C(Cn1nc(C(F)(F)F)c2c1CCCC2)Nc1ccc2c(c1)OCO2,-2%,-4%,1%,-14%,-1%,-5%,?,-2,-6%
C/C(=N\NC(=O)c1nnn(-c2nonc2N)c1CN1CCCCC1)c1ccccc1O,-9%,1%,7%,5%,1%,0%,-7%,-13,-15%
Cc1ccc(C(C)C)c(OCC(=O)Nn2c(=O)[nH]c3ccccc3c2=O)c1,5%,-7%,-1%,-17%,15%,-5%,-1%,-7,-5%
Cc1ccc(-c2nn(C)c(=O)c3ccccc23)cc1S(=O)(=O)NCCN1CCOCC1,-6%,0%,9%,?,3%,-4%,1%,2,-11%
CC(C)=N/N=C1/NC(=O)C(c2ccc(Cl)cc2)S1 (centres undefined),-16%,-22%,nt,-21%,nt,-19%,nt,-2,nt
Cc1onc(-c2ccccc2Cl)c1C(=O)N(C)Cc1ccccc1,15%,-6%,-7%,-9%,16%,1%,12%,-10,-1%
CC(=O)c1ccc(C(=O)N(Cc2cccnc2)c2nc3c(C)c(C)ccc3s2)cc1,-10%,-5%&-27%,-1%,-10%,-1%,-13%[60.1 µM],nt,2&-2,?
CC(=O)c1ccc(NC(=O)C(C)Sc2nnc3ccccn23)cc1 (centres undefined),-35%,-14%,5%,-5%,nt,-6%,-3%,-3,nt
CCCC1=Nc2cc(C(=O)NCc3ccc(OC)cc3)ccc2Sc2ccc(C)cc21,-17%,-25%,7%,-15%,7%,8%,nt,1,-4%
CC1=C(C(=O)N2CCOCC2)C(c2ccc(-c3ccccc3)cc2)NC(=S)N1 (centres undefined),-45%,?,-12%,-18%,0%,-12%,3%,-13,-12%
C=CCC1(N(C(C)=O)c2ccccc2)CCCCC1,21%[11.4 µM],-10%,6%,-4%,?,-12%[60.1 µM],-1%,-4,-11%
O=C(C1CCCN(S(=O)(=O)c2cccs2)C1)N1CCc2ccccc2C1 (centres undefined),-6%,0%,-2%,-17%,-10%,-14%,-1%,0,-8%
CCOc1ccc(C2=NNC(c3cccs3)=Nc3ccc(OC)cc32)cc1,45%,-6%,-2%,-2%,-24%,-11%,?,-2,-1%
COc1ccc(N/C(C)=C/C(=O)c2ccccc2)cc1,24%,25%,-4%,-17%,-3%,-5%,1%,-2,-6%
COc1ccc(/C=C(\NC(=O)c2ccc(OC)cc2)C(=O)Nc2ccccc2C(=O)O)cc1,0%,0%,-20%,-18%,25%,-21%,21%,1,-6%
CC(C)OCCCNS(=O)(=O)c1ccc2c(c1)oc(=O)n2C,-7%,20%,12%,1%,7%,-7%,-5%,-1,-16%
Cc1ccc(NC(=O)Cn2c(=O)n(Cc3ccc4c(c3)OCO4)c(=O)c3ccc(C(=O)NC4CCCCC4)cc32)cc1,-31%,-11%,-7%,-4%,4%,2%,nt,2,-9%
COP(=O)(OC)C(Nc1ccc(Cl)cc1)c1ccccc1 (centres undefined),-3%,0%,-8%,-20%,0%,-6%,25%,-14,-8%
Cc1ccc(N2C(=O)[C@@H]3[C@H](C2=O)C2c4ccccc4C=NN2[C@@H]3C(=O)c2ccc(Cl)cc2)cc1 (some centres undefined),12%,0%,9%,-15%,3%,7%,-9%,-1,-14%
CCOC(=O)c1ccc(NC(=O)CSc2c3c(nc4cc(Cl)ccc24)CCCC3)cc1,17%,5%,-4%,-16%,17%,-7%,nt,-11,-1%
COCCNC(=O)c1ccccc1NC(=O)c1ccccc1N(C)S(=O)(=O)c1ccc(C)cc1,17%,98%[activator],0%,-3%,-2%,-4%,3%,-8,-15%
CCN(Cc1cc2ccccc2[nH]c1=O)C(=O)C1CCCCC1,10%[11.4 µM],0%,0%,4%,25%,-8%,9%,-6,-4%
C=CCn1c(C)cc(C(=O)COC(=O)c2n[nH]c(=O)c3ccccc23)c1C,8%,-22%,26%,7%,nt,-10%,-5%,-2,nt
CCOc1ccc(C(C)NC(=O)Nc2ccccc2C(=O)OC)cc1 (centres undefined),-3%,-23%,1%,-6%,-1%,-11%,-2%,-6,-22%
Nc1cc(=O)[nH]c(=O)n1Cc1ccccc1,0%,?,3%,0%,-20%,-8%,?,11,0%&-1%
CCn1ncc(C2=NOC(C(=O)Nc3c(C)nn(Cc4ccc(F)cc4)c3C)C2)c1C (centres undefined),2%,26%,-13%,-1%,16%,-2%,-4%,0,-10%
Cc1cccc(N2CCN(c3nnc(C(F)(F)F)s3)CC2)c1,1%,7%,6%,-7%,18%,-3%,19%,-15,-3%
CCNS(=O)(=O)c1ccc(S(=O)(=O)N(Cc2ccccn2)C2CCCCC2)cc1,-7%,-3%,-10%,-7%,-22%,-1%,6%,0,10%
Cc1ccc(-c2nnc(Nc3ccc(CC(N)=O)cc3)c3ccccc23)cc1S(N)(=O)=O,-28%,?,3%,-12%,-7%,-17%,-7%,-9,-5%
OCCNc1cc(-n2nc(-c3ccccc3)cc2-c2ccccc2)ncn1,-32%,?,-10%,-17%,1%,-2%,-3%,-2,-13%
Oc1ccc(Cl)cc1CNCc1cccc2ccccc12,13%,-10%,1%,-4%,nt,-2%,-16%,-3,nt
Cn1cccc1/C=N/NC(=O)CNc1cccc2ccccc12,-16%,25%,2%,-7%,-3%,-15%,-5%,16,-19%
Fc1ccccc1N1CCN(Cc2nc(-c3ccc(Cl)cc3Cl)no2)CC1,-5%,-8%,-2%,-12%,21%,-3%,-10%,3,-8%
CC1CN(C(=S)Nc2cccc(F)c2)CC(C)O1 (centres undefined),-36%,-36%,-7%,-12%,29%,-10%,6%,-1,-15%
CCOc1cc(C(=O)Nc2c(C)ccc3nsnc23)cc(OCC)c1OCC,-15%,0%,5%,-11%,-11%,-14%,-4%,-1,-10%

Profiles as entered above. Screens in order: RGS4 inhibitor	12-LOX inh	ERG Ets-DNA blk	POLH inh	POLB inh	Pol kappa inh	APE1 inh	LDHA inh	Anesthetic bind
Listed for `OCCNc1cc(-n2nc(-c3ccccc3)cc2-c2ccccc2)ncn1` : -32%	?	-10%	-17%	1%	-2%	-3%	-2	-13%
Listed for `CC1CN(C(=S)Nc2cccc(F)c2)CC(C)O1` (centres undefined) : -36%	-36%	-7%	-12%	29%	-10%	6%	-1	-15%

This is a subset; count on the stated rates, not on these rows.
